# Bioassay records deposited in PubChem by NMMLSC.
# Rac1 wt modul = wildtype Rac1 GTP binding modulators, primary screen, biochemical, GST-Rac1 beads, flow cytometry, multiplex; AID 757, 2007; Ras-related C3 botulinum toxin substrate 1 (Homo sapiens), P63000; 190,000 tested, 0.27% active; fluorescent GTP binding; actives lie on both sides; 0 = cold GTP competed, 100 = untreated; GTP binding activity (% of control), % at 10 µM;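 active = GTP binding activity at least 20 points away from the 100% control level, either lower or higher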
# Bim-Bcl-W = inhibitors of Bim binding to Bcl-W, primary screen, biochemical, multiplexed, bead-based flow cytometry. Bcl-2-like protein 2 (Homo sapiens), Q92843. inhibition, % at 10 µM. Bim peptide-Bcl-W binding. AID 952, 2007. 190,000 tested, 0.02% active;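 also: 0% = bound tracer without compound and 100% = peptide blocker; higher means less fluorescent Bim peptide bound to Bcl-W beads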
# Rac1 act GTP bind = GTP binding modulators of activated mutant Rac1, primary screen, biochemical, bead-based flow cytometry, multiplex, fluorescent GTP; Ras-related C3 botulinum toxin substrate 1 (Homo sapiens), P63000; GST-Rac1 activated beads; actives lie on both sides; 100% means binding = to untreated wells; percent activity (GTP binding), % at 10 µM; 190,000 tested, 0.11% active; AID 764, 2007;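 active = GTP binding at least 20 percentage points away from the 100% baseline, in either direction, so actives lie on both sides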
# Bim-Bcl-2 = inhibitors of Bim-Bcl-2 binding, primary screen, biochemical, multiplexed, human Bcl-2 family; inhibition, % at 10 µM; Apoptosis regulator Bcl-2 (Homo sapiens), P10415; AID 950, 2007; Bead-based flow cytometry, Bim peptide-Bcl-2 binding; 190,000 tested, 0.06% active; in the data active = inhibition above about 40%;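 also: 0% = no compound wells with probe peptide and 100% = reference peptide inhibitor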
# Target sequence (P10415 whole entry, looked up): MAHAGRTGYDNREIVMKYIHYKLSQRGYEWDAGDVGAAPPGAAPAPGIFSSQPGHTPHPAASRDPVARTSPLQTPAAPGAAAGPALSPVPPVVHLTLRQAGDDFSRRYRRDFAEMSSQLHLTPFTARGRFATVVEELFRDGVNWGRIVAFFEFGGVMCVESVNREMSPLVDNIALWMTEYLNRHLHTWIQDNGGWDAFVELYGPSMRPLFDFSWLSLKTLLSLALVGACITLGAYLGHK
# Bcl-XL Bim block = inhibitors of Bim-Bcl-XL binding, primary screen, biochemical, multiplexed, bead flow cytometry, human Bcl-XL; AID 1007, 2008; inhibition, % at 10 µM; Bim peptide-Bcl-XL binding, fluorescence; 190,000 tested, 0.04% active; Bcl-2-like protein 1 (Homo sapiens), Q07817
# Target sequence (Q07817 whole entry, looked up): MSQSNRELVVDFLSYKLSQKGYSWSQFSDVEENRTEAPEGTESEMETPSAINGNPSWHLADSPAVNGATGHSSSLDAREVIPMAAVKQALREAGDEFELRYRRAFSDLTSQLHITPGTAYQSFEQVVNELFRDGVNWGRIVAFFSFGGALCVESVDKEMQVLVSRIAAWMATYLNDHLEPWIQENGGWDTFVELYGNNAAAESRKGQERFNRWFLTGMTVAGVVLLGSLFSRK
# HRas wt GTP = modulators of GTP binding to HRas wildtype, primary screen, biochemical, bead-based flow cytometry, multiplex; GTPase HRas (Homo sapiens), P01112; GST-Ras wt beads, Bodipy-FL-GTP binding; actives lie on both sides; GTP binding activity, % at 10 µM; 190,000 tested, 0.14% active;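 active = GTP binding activity at least 20% away from the 100% baseline, either lowered as inhibitor or raised as activator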;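 also: 0% = unlabeled GTP competition control and 100% = no-compound control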
# Target sequence (P01112 whole entry, looked up): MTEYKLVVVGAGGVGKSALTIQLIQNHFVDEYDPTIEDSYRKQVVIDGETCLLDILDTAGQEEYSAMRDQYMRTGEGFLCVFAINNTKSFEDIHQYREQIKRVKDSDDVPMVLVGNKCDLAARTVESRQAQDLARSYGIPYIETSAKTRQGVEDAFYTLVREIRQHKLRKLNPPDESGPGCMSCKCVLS
# Cdc42 wt = modulators of GTP binding to wildtype Cdc42, primary screen, biochemical, multiplex bead flow cytometry, Bodipy-GTP. GST-Cdc42 beads; actives lie on both sides. percent activity (GTP binding), % at 10 µM. 190,000 tested, 0.2% active. AID 761, 2007;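 active = percent activity GTP binding at least 20 points away from the 100% baseline, either down as inhibitor or up as activator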;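 also: median bead fluorescence of bound Bodipy-FL-GTP at 100 nM; 0% = excess unlabeled GTP control and 100% = no compound control; below 100% means less GTP binding so inhibitor and above means activator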
# Target sequence (P60953 whole entry, looked up): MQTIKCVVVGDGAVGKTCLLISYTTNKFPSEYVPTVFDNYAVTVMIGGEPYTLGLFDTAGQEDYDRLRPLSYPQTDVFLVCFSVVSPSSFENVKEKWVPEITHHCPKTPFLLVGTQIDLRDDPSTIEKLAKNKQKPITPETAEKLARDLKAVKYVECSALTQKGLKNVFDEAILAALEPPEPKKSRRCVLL
# Rab2A wt mod = modulators of GTP binding to Rab2A wildtype, primary screen, biochemical, dog, bead-based flow cytometry, multiplex; 190,000 tested, 0.19% active; AID 760, 2007; GST-Rab2 wt beads, Bodipy-GTP binding; GTP binding activity, % at 10 µM;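 active = GTP binding activity at least 20 points away from 100%, either lowered or raised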;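 also: 0% = beads with excess unlabeled GTP and 100% = no-compound control corrected for plate trend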
# Rab7 wt GTP bind = modulators of GTP binding to Rab7, primary screen, biochemical, wildtype, multiplex bead flow cytometry; 190,000 tested, 0.055% active; GST-Rab7 beads, fluorescent GTP binding; actives lie on both sides; untreated = 100%, excess cold GTP = 0%; GTP binding activity (percent of control), % at 10 µM;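 active = fluorescent GTP binding to Rab7 beads changed by at least 20 points from the 100% baseline, either direction, mostly lower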;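 also: median green fluorescence of bound Bodipy-FL-GTP per Rab7 bead population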
# Bfl-1 Bim block = inhibitors of Bim binding to Bfl-1, primary screen, biochemical, multiplexed, bead-based flow cytometry; Bcl-2-related protein A1 (Homo sapiens), Q16548; Bim-Bfl-1 binding inhibition; inhibition, % at 10 µM; 190,000 tested, 0.12% active;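 also: 0% = wells without compound plus tracer and 100% = blocker peptide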
# Bim-Bcl-B = inhibitors of Bim-Bcl-B binding, primary screen, biochemical, multiplexed, human Bcl-2 family. Bcl-2-like protein 10 (Homo sapiens), Q9HD36. bead-based flow cytometry, Bim peptide-Bcl-B binding. inhibition, % at 10 µM. 190,000 tested, 0.073% active. AID 951, 2007;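 also: 0% = tracer peptide without compound and 100% = reference inhibitor peptide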
# Target sequence (Q9HD36 whole entry, looked up): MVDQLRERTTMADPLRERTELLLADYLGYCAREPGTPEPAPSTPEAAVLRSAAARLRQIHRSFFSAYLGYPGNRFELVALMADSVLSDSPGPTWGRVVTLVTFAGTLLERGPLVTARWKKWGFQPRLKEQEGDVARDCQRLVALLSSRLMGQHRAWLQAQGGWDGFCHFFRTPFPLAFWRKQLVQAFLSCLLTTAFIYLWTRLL
# An asterisk follows results filed as active; [ ] = remark or other dose. Rule as the data show it, unless noted: active = inhibition above about 40%. Compounds as they come; about 0.62% have a hit in one of these screens.
1: O=c1cc(O)c2c(=O)[nH]c(=O)n(-c3ccccc3)c2[nH]1
2: O=C(COC(=O)c1ccccn1)Nc1nccs1
3: COc1ccc(OCC(O)COc2ccc(C(=O)O)cc2)cc1 (stereo not given)
4: Cc1cc(Cl)ccc1NC(=O)CSc1nnc(-c2ccncc2)n1Cc1ccco1
5: C=CCc1cccc2ccc(=O)oc12
6: COc1cc(/C=N/NC(=O)c2cc(C)oc2C)cc(OC)c1OC
7: Cc1ccc(COc2ccsc2C(=O)O)cc1
8: CCOC(=O)c1[nH]c2ccc(OCC)cc2c1NC(=O)CN1CCC2(CC1)OCCO2

assay / entry,1,2,3,4,5,6,7,8
Rac1 wt modul,109,106,99,97,103,99,118,102
Bim-Bcl-2,-13,7,-3,4,-5,-7,3,1
Bim-Bcl-W,1,7,1,1,-3,-4,1,0
Cdc42 wt,103,99,100,100,99,95,120*[activator],102
Bcl-XL Bim block,-4,5,-2,1,-5,-6,1,-1
Rab2A wt mod,101,101,94,99,101,96,117,100
Rac1 act GTP bind,101,99,94,95,99,94,115,99
Rab7 wt GTP bind,103,98,92,100,95,98,98,101
Bfl-1 Bim block,-12,6,-8,4,-3,-7,2,-12
Bim-Bcl-B,-11,6,-5,-5,-4,-3,3,-4
HRas wt GTP,103,98,95,100,99,97,114,102

9: COC(=O)COc1ccc(C(=O)OC)cc1
10: CC(c1ccco1)N(C(=O)C12CC3CC(CC(C)(C3)C1)C2)c1ccccn1 (stereo not given)
11: CCOc1ccc(NC(=O)Nc2cc(C)ccc2F)cc1
12: Cc1c(C(=O)NC(C)C)oc2c1-c1[nH]ncc1CC2
13: CCn1cnc2cc([N+](=O)[O-])ccc21
14: CCOc1ccc(C(=O)Nc2ccc(-c3nc4ccccc4[nH]3)cc2)cc1[N+](=O)[O-]
15: O=C1CC(=O)N(CCc2ccc(F)cc2)C(=O)N1
16: O=C(N/N=C/c1cc([N+](=O)[O-])ccc1O)c1cc(-c2ccccc2)nc2ccccc12

assay / entry,9,10,11,12,13,14,15,16
Rac1 wt modul,108,107,102,106,96,99,104,95
Bim-Bcl-2,-3,-6,-8,-2,-1,-14,-2,2
Bim-Bcl-W,0,0,2,1,-1,-8,-1,10
Cdc42 wt,103,103,101,106,91,104,108,101
Bcl-XL Bim block,-4,-6,-2,0,0,-11,-3,10
Rab2A wt mod,104,100,97,102,94,96,104,91
Rac1 act GTP bind,100,99,97,104,94,100,103,92
Rab7 wt GTP bind,101,100,93,101,98,101,97,93
Bfl-1 Bim block,-2,-16,-10,-11,-3,-14,0,6
Bim-Bcl-B,-4,-8,-8,-3,-3,-14,0,10
HRas wt GTP,104,101,99,104,95,97,104,92

# The last two entries of the section before open the next one.
15: O=C1CC(=O)N(CCc2ccc(F)cc2)C(=O)N1
16: O=C(N/N=C/c1cc([N+](=O)[O-])ccc1O)c1cc(-c2ccccc2)nc2ccccc12
17: CC1(C)NC(=O)N(CC(=O)O)C1=O
18: CCOC(=O)c1sc(NC(=O)C(C)C)c(C#N)c1C
19: COc1ccc([N+](=O)[O-])cc1NC(=O)C(C)OC(=O)c1cccnc1Cl (stereo not given)
20: Nc1nc(SCC(=O)NNc2c(Cl)cc(Cl)cc2Cl)n[nH]1
21: Cc1ccc(C(=O)OCC(=O)Nc2ccccc2Sc2ccccc2)cc1C
22: COCCCNC(=O)CCCn1c(=O)c2ccccc2n(CC(=O)Nc2c(C)cc(C)cc2C)c1=O
23: CN(C[C@H](Cc1ccccc1)N(C[C@H](c1ccccc1)N(CCc1ccccc1)N=O)N=O)N=O
24: CC(Oc1ccc(Cl)cc1Cl)c1nc(-c2ccc(NC(=O)c3ccccn3)cc2)no1 (stereo not given)

assay / entry,15,16,17,18,19,20,21,22,23,24
Rac1 wt modul,104,95,102,102,99,106,106,103,94,106
Bim-Bcl-2,-2,2,-24,-2,1,-2,-2,-3,-2,-15
Bim-Bcl-W,-1,10,-29,-4,1,-1,0,0,0,-3
Cdc42 wt,108,101,99,96,96,103,101,101,94,99
Bcl-XL Bim block,-3,10,-42,-11,2,-3,-6,-1,-4,-3
Rab2A wt mod,104,91,98,100,99,96,101,98,95,100
Rac1 act GTP bind,103,92,101,95,96,99,99,100,95,97
Rab7 wt GTP bind,97,93,99,105,106,102,100,96,97,102
Bfl-1 Bim block,0,6,-8,22,-4,0,0,0,-1,-3
Bim-Bcl-B,0,10,-52,-42,0,-7,-7,-1,-4,0
HRas wt GTP,104,92,99,101,100,99,103,99,94,99

# Arranged by the number under Rab2A wt mod (falling): 3 of the compounds above.
nr	SMILES	Rab2A wt mod
21	Cc1ccc(C(=O)OCC(=O)Nc2ccccc2Sc2ccccc2)cc1C	101
24	CC(Oc1ccc(Cl)cc1Cl)c1nc(-c2ccc(NC(=O)c3ccccn3)cc2)no1 (stereo not given)	100
17	CC1(C)NC(=O)N(CC(=O)O)C1=O	98

# Later entries.
25: COc1cc(/C=C/C(=O)OCC(=O)Nc2ccccc2Cl)cc(OC)c1OC
26: CC(C)c1ccc(NC(=O)N2CCCC2C(=O)Nc2ccc(-n3cnnn3)cc2)cc1 (stereo not given)
27: OC1(c2ccc(OC(F)F)cc2)CSC(=Nc2cccnc2)N1C1CC1 (stereo not given)
28: CSc1ccc(/C=N/N2CCN(c3ccccc3)CC2)cc1
29: CCCn1nnnc1NC(=O)CSc1ccc(Cl)cc1
30: COc1ccccc1Nc1nc(-c2sc(NC(=O)CC(C)C)nc2C)cs1
31: Cc1[nH]nc2c1C(c1ccc(-c3ccc(Cl)cc3)o1)C(C#N)=C(N)O2 (stereo not given)
32: Cc1cccc2c1N1C(=O)c3c(C(=O)O)cccc3C1CC2C (stereo not given)

assay / entry,25,26,27,28,29,30,31,32
Rac1 wt modul,96,96,101,99,98,96,101,101
Bim-Bcl-2,-2,0,-2,-6,0,-4,-4,4
Bim-Bcl-W,-2,2,4,-3,-1,0,-1,0
Cdc42 wt,95,96,101,94,102,95,101,98
Bcl-XL Bim block,-4,1,0,-4,3,-8,-2,-1
Rab2A wt mod,98,94,100,98,100,95,97,99
Rac1 act GTP bind,96,97,99,97,97,94,99,99
Rab7 wt GTP bind,104,89,101,105,101,94,96,101
Bfl-1 Bim block,-7,-4,0,-6,0,-2,-2,0
Bim-Bcl-B,-2,0,-2,-6,0,0,-6,-1
HRas wt GTP,96,92,99,96,101,95,99,99

33: COC(=O)CCCc1nc2ccccc2s1
34: CC(=O)Nc1cc(C)nn1-c1nc(C)cc(C)n1
35: Cc1cc(-c2csc3nc[nH]c(=S)c23)cc(C)c1C
36: Cc1ccc2cc(/C=N/Nc3nc4ccccc4[nH]3)c(Cl)nc2c1
37: O=C1c2ccccc2C(O)N1Cc1cccs1 (stereo not given)
38: CCCc1c(C(=O)OCC)sc(N)c1C#N
39: COc1ccc(C(=O)NC(=S)NCc2cccnc2)cc1[N+](=O)[O-]
40: Cc1cc(C)n2nc(C(=O)OCC(=O)Nc3ccc4c(c3)OC(F)(F)O4)nc2n1

assay / entry,33,34,35,36,37,38,39,40
Rac1 wt modul,104,93,99,102,97,99,105,106
Bim-Bcl-2,-8,-4,-2,3,-2,-5,-6,-14
Bim-Bcl-W,1,0,-3,-7,-4,-6,-3,-4
Cdc42 wt,102,93,97,104,97,100,101,104
Bcl-XL Bim block,-5,0,-4,-7,-4,-8,-5,-7
Rab2A wt mod,102,96,98,99,93,102,101,102
Rac1 act GTP bind,98,94,96,101,94,96,100,100
Rab7 wt GTP bind,102,100,105,102,94,108,101,103
Bfl-1 Bim block,-13,-1,-5,0,0,2,-5,-22
Bim-Bcl-B,-10,-1,-10,-5,-3,-27,-6,-7
HRas wt GTP,99,94,98,100,94,101,103,102

41: Fc1ccc(-c2ccc(-c3nn4c(-c5ccco5)nnc4s3)o2)cc1
42: CCOC(=O)c1c(NC(C)=O)sc2c(O)c(CN3CCN(CC)CC3)ccc12
43: Cc1ccc(NC(=O)/C=C/c2cccs2)c([N+](=O)[O-])c1
44: COc1cccc(C(=O)N(c2ccc(C)cc2)C2C=CS(=O)(=O)C2)c1 (stereo not given)
45: CCOc1ccc(N2CC(O)=C(c3nc4ccccc4c(=O)[nH]3)C2=N)cc1
46: CCC(C)(C(=O)NC1CCCC1)N(Cc1cccs1)C(=O)c1ccccn1 (stereo not given)
47: Cc1ccc(NC(=O)CCNS(=O)(=O)c2cccc3nonc23)cc1
48: COc1ccc(C(C)=O)cc1CSc1nc2ccccc2o1

assay / entry,41,42,43,44,45,46,47,48
Rac1 wt modul,81,99,92,103,98,103,102,106
Bim-Bcl-2,-2,-11,-2,-2,-6,2,-7,-7
Bim-Bcl-W,5,-1,3,0,0,0,-1,3
Cdc42 wt,84,101,94,97,96,99,102,101
Bcl-XL Bim block,0,-7,0,-2,-2,0,-10,-3
Rab2A wt mod,84,97,96,101,94,100,98,98
Rac1 act GTP bind,93,98,94,97,97,93,98,97
Rab7 wt GTP bind,88,102,98,99,94,97,100,99
Bfl-1 Bim block,4,-8,0,-5,-8,-2,-12,-9
Bim-Bcl-B,-1,-10,0,-4,-12,-3,-8,-9
HRas wt GTP,84,98,96,99,96,100,100,99

49: Cc1occc1-c1nnc(SCC(=O)N2CCCCC2)o1
50: O=C(C1=C[C@@H](C2CCCCC2)C[C@@H](OCCCCO)O1)N1CCOCC1
51: CC1=C(C)/C(=N\OS(=O)(=O)c2ccccc2)C=CC1=O
52: N#Cc1ccccc1Sc1ccccc1N
53: CCOC(=O)c1ccccc1NC(=O)c1cccnc1
54: O=C(O)c1cccc(COc2ccccc2Cl)c1
55: COc1ccc(N/C(C)=C2/C(=O)C(=O)N(CCO)C2c2ccc([N+](=O)[O-])cc2)cc1 (stereo not given)
56: O=C(c1ccc(Br)o1)N(Cc1ccccc1)c1ccccn1

assay / entry,49,50,51,52,53,54,55,56
Rac1 wt modul,108,97,104,103,101,117,104,100
Bim-Bcl-2,-3,0,-9,0,-2,-8,-9,0
Bim-Bcl-W,0,2,4,0,-6,0,-2,1
Cdc42 wt,106,94,98,105,100,113,104,101
Bcl-XL Bim block,-5,-1,-14,2,-6,-14,-5,2
Rab2A wt mod,108,98,99,100,100,111,102,101
Rac1 act GTP bind,101,96,98,97,99,107,100,100
Rab7 wt GTP bind,106,102,102,103,95,107,99,99
Bfl-1 Bim block,-6,-4,-2,0,0,-13,-13,0
Bim-Bcl-B,-3,-1,-12,-1,-7,-7,-7,-4
HRas wt GTP,103,96,102,101,98,107,101,100
